TNAP activators: human TNAP enzyme activators, primary screen, biochemical, luminescent, no phosphate acceptor, uHTS (AID 1001); purified TNAP, luminescent activation assay, no phosphate acceptor; higher activation fold means a stronger effect; 200,000 compounds, 0.03% hits; activation fold at 20 µM, or EC50 in µM where a hit was titrated; in the data active = activation fold from about 3, or a potency from the dose series; inactive = the rest, 99 in 100 with activation fold below about 1.6; note: many of its hits are not listed in these tables
M1AAP inhibition: P. falciparum M1AAP inhibitors, biochemical, fluorogenic H-Leu-NHMec substrate, 1536-well (AID 1445); recombinant M1AAP, H-Leu-NHMec fluorogenic kinetic assay; higher % means a stronger effect; inhibition, % at 30 µM; hits with a dose series show IC50 in µM; 220,000 compounds, 0.42% hits;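 active = primary inhibition above the hit cutoff, then over 50% inhibition at one or more dose response concentrations, cut at about 23% in these data, passing the limit was not always enough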;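 note: plate controls were DMSO full reaction for no effect and no enzyme background for full effect; strong numbers were not always called active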
Myeloid diff 2: myeloid differentiation induction; ER-HoxA9 myeloid progenitors, lysozyme-GFP differentiation, flow cytometry; calls only at 10 µM; 360,000 compounds, 1% hits;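 active = normalized GFP-positive differentiation at or above the plate's own cutoff, the solvent-only control mean plus 3 SD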;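 note: cells exposed to compound for four days before flow analysis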
ER stress rescue: rescue of cells from ER stress-induced death, primary screen, 384-well, CSM14.1, thapsigargin, ATP luminescence (AID 1222) | CSM14.1 thapsigargin-induced death rescue, ATP luminescence; higher % means a stronger effect | cellular ATP content (survival), % at 20 µM, or EC50 in µM where a hit was titrated | 190,000 tested, under 10 active;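 active = EC50 below 50 µM in the dose-response confirmation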;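 note: death triggered by thapsigargin at about 15 µM added after 2 h compound pretreatment; cell ATP read after overnight thapsigargin exposure of roughly 18 to 22 hours; normalized against plate controls of thapsigargin alone and 5% DMSO vehicle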
Lipid droplet: modulators of hepatic lipid droplet formation. 240,000 compounds, 0.4% hits. AID 1656. AML12 mouse hepatocytes, oleate lipid droplets, BODIPY imaging. inhibition, % at 6.5 µM;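 active = lipid droplet intensity inhibited by at least 50%, with more than 500 cells counted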
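Assay system: AML12 mouse liver cells | Compound: 6.5 µM single-point dosing | Schedule: Overnight exposure | Technique: Fluorescence imaging, 20x objective, two fields per well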
UTI89 phage lysis: protection from phage-mediated lysis, alamar blue read-out – E. coli UTI89, K1F phage, bacterial capsule biogenesis inhibitors (AID 488966). E. coli UTI89 K1F phage lysis, alamar blue, 2 h; higher % means a stronger effect. inhibition, % at 100 µM, or IC50 in µM where a hit was titrated. 340,000 compounds, 0.02% hits;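 active = phage lysis inhibition, versus mean bacterial control, above a set limit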;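 note: capsule biogenesis inhibitors block K1F phage lysis so surviving cells raise fluorescence; higher fluorescence means more inhibition of phage lysis; actives were called in the ten point dose series up to 300 µM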
WT yeast gro inh: growth inhibition of WT yeast, mitochondrial fusion screen | inhibition, % at 10 µM | AID 1362 | mitochondrial fusion phenotypic screen, WT strain | 190,000 compounds, 2.1% hits; in the data active = inhibition above about 58%; tested in S. cerevisiae
human PMI inhibitors: human PMI inhibitors, high substrate, primary screen, biochemical, fluorescence intensity, high mannose 6-phosphate (AID 1220). recombinant PMI enzyme, coupled fluorescence intensity; higher % means a stronger effect. inhibition, % at 20 µM, or IC50 in µM where a hit was titrated. 190,000 compounds, 0.66% hits
PMI inhibitors: MPI enzyme activity inhibition – biochemical, fluorescence intensity, coupled assay, primary screen (AID 1209); purified PMI enzyme, coupled fluorescence intensity; higher % means a stronger effect; one-dose inhibition, % at 20 µM; IC50 in µM for titrated hits; 190,000 compounds, 0.42% hits;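 note: plate controls were DMSO vehicle for no effect and wells lacking substrate for full effect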
WT yeast gro inh mutant strain: recorded beside WT yeast gro inh, whose call it bears; inhibition, %; mitochondrial fusion phenotypic screen, mutant strain inhibition
Lipid droplet cells 6.5 µM: recorded beside Lipid droplet, whose call it bears; cell count; measured here: cell count, cytotoxicity flag;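 cells counted across two imaged fields per well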
Myeloid diff 2 GFP+ MAC1+ %: second read-out of Myeloid diff 2, no call of its own (marks repeat the call); GFP+ MAC1+ double positive, %; measured here: differentiation confirmed by MAC1 staining
* = called active by the depositor; i = inactive; . = no result given; [ ] = remark or other dose. Cut-off read from the data, not from the text of the source, unless noted: active = inhibition above about 50%; inactive = the rest. Rows were taken by chance, and some 4.6% of all compounds hit somewhere here.

SMILES	TNAP activators	M1AAP inhibition	Myeloid diff 2	Myeloid diff 2 GFP+ MAC1+ %	ER stress rescue	Lipid droplet	Lipid droplet cells 6.5 µM	UTI89 phage lysis	WT yeast gro inh	WT yeast gro inh mutant strain	human PMI inhibitors	PMI inhibitors
NC(=S)N/N=C1\CC(c2ccc3c(c2)OCCCO3)Oc2ccc(F)cc21 (stereo unspecified)	.	2.8%	i	0.3	.	-4.8	755	0.1%	.	.	.	.
CN(C)CCNc1nc2sc3c(c2c(=O)n1-c1ccccc1)CCCCC3	.	4.2%	i	0.3	.	31.0	708	1.3%	.	.	.	.
Cc1c(Br)c([N+](=O)[O-])nn1C(C)C(=O)Nc1c(C)n(C)n(-c2ccccc2)c1=O (stereo unspecified)	1	-3.2%	i	3.9	-1.8%	.	.	6.6%	3.5	-2.6	5.0%	-6.0%
O=C(Cn1cncn1)N1CCN(c2ccc(F)cc2)CC1	1.1	4.8%	i	0.2	1.7%	11.5	713	0.4%	3.6	3.4	2.1%	6.5%
COc1ccc(CNC(=O)OCCN2CCN(Cc3ccccc3)CCC2=O)cc1	1	3.2%	i	0.7	-1.4%	-4.0	691	-4.3%	-10.2	-19.8	-1.8%	-0.8%
CCn1c(NC(=O)c2ccccc2)c(-c2cccs2)c(=O)c2ccccc21	0.9	7.6%	i	17.6	1.7%	.	.	2.3%	10.7	0.1	-7.2%	-6.4%
O=c1c2ccccc2nc(-c2ccccc2)n1/N=C/c1ccc([N+](=O)[O-])cc1	1	2.2%	i	0.1	-0.7%	5.2	658	-0.1%	3.9	-2.7	-1.2%	2.3%
Cc1cccc(Oc2nc(-c3ccccn3)nc3ccccc23)c1	.	5.6%	i	0.5	.	3.0	657	4.0%	.	.	.	.
CN(C)/C=N/NC(=O)c1ccccc1	1	-2.3%	i	0.7	-0.9%	.	.	-0.5%	-6.0	17.5	1.5%	7.7%
O=S(=O)(c1ccccc1)n1nc(-c2ccccc2)nc1NCc1ccco1	1	8.3%	i	1.2	0.7%	.	.	-0.2%	57.4	10.0	13.1%	12.5%

The closing 3 compounds of the section before lead into the next:
SMILES	TNAP activators	M1AAP inhibition	Myeloid diff 2	Myeloid diff 2 GFP+ MAC1+ %	ER stress rescue	Lipid droplet	Lipid droplet cells 6.5 µM	UTI89 phage lysis	WT yeast gro inh	WT yeast gro inh mutant strain	human PMI inhibitors	PMI inhibitors
Cc1cccc(Oc2nc(-c3ccccn3)nc3ccccc23)c1	.	5.6%	i	0.5	.	3.0	657	4.0%	.	.	.	.
CN(C)/C=N/NC(=O)c1ccccc1	1	-2.3%	i	0.7	-0.9%	.	.	-0.5%	-6.0	17.5	1.5%	7.7%
O=S(=O)(c1ccccc1)n1nc(-c2ccccc2)nc1NCc1ccco1	1	8.3%	i	1.2	0.7%	.	.	-0.2%	57.4	10.0	13.1%	12.5%
COc1ccc(CCn2ccc(O)c(Cc3ccc(Cl)cc3Cl)c2=O)cc1OC	1	-0.4%	i	0.8	-0.4%	-2.7	712	-0.2%	4.1	2.3	4.0%	1.7%
NC(=O)NC(=O)COC(=O)/C=C/c1cccs1	.	2.6%	i	0.7	.	-10.0	739	2.5%	.	.	.	.
Cc1ccc(NC(=O)CSc2nnc(-c3ccc(S(=O)(=O)N4CCOCC4)cc3)n2C)cc1	1.1	-3.5%	i	1.4	.	-2.8	718	0.3%	-1.4	9.8	0.2%	4.4%
CC(C)(C)c1ccc(C2(C)NC(=O)N(CC(=O)Nc3ccc4c(c3)OCO4)C2=O)cc1 (stereo unspecified)	1.1	3.6%	i	0.5	-0.4%	3.8	774	4.1%	11.9	-1.0	7.7%	7.0%
CCCC(C)NC(=O)c1ccccc1SC (stereo unspecified)	1.1	10.3%	i	0.7	-1.6%	-8.2	718	-1.0%[50 µM]	-24.9	-4.4	-17.3%	-21.8%
O=c1[nH]c(CN2CCN(C/C=C/c3ccccc3)CC2)nc2cc(Cl)ccc12	1	4.3%	i	3.1	0.9%	-6.3	782	8.4%	24.1	18.4	-10.5%	-5.9%
COc1cc(CNC2CCCCCCC2)cc(Br)c1OCC#N	1.1	4.2%	i	0.5	1.4%	-1.0	712	10.2%	-6.1	-22.4	-4.5%	-7.4%
CC1(c2ccc(Cl)cc2)NC(=O)N(CC(=O)NC(=O)NCc2ccco2)C1=O (stereo unspecified)	1.1	9.6%	i	8.2	.	2.5	615	0.1%	-6.1	6.9	2.1%	10.0%
CCC(=O)Nc1nc(C)c(C(=O)NC2CCCCC2)s1	1.1	-0.9%	i	0.8	-2.8%	-4.0	765	1.3%	-6.9	0.9	9.0%	4.7%
CN(C)c1ccc(/C=N/NC(=O)COc2ccccc2)cc1	1.1	12.9%	i	0.1	-0.3%	-1.0	678	0.1%	-5.6	11.2	17.8%	3.7%
CCOC(=O)N1CCC(NC(=O)CSc2cc(=O)n(C)c3ccccc23)CC1	1.1	4.8%	i	0.6	-0.7%	.	.	1.8%	0.0	-3.8	-4.6%	-0.5%
Cc1cc(C)n(CC(C)NCc2c(C(=O)N3CCOCC3)nc3c(C)cccn23)n1 (stereo unspecified)	.	2.4%	i	0.9	.	13.5	754	0.2%	.	.	.	.
COc1ccc(CCNC(=O)c2nnn(CC(=O)Nc3ccccc3C)c2N)cc1OC	1.1	-0.9%	i	0.0	-2.5%	.	.	4.0%	-0.2	5.0	-6.0%	-2.3%
CCOc1ccc(N(CC(N)=O)S(=O)(=O)c2ccc(F)cc2)cc1	1.1	1.9%	i	1.3	-2.1%	0.5	602	1.0%[50 µM]	-7.9	-2.0	6.5%	11.7%
CCC(=O)N=C1SC2CS(=O)(=O)CC2N1c1cccc(OC)c1 (stereo unspecified)	1.1	-2.2%	i	5.7	1.3%	6.7	712	0.2%	16.6	10.2	-1.8%	9.6%
COc1ccc2cc(CN(Cc3cccnc3)Cc3nnnn3Cc3ccccc3)c(=O)[nH]c2c1	1	-1.0%	.	.	0.8%	.	.	.	-11.9	1.8	1.9%	-1.1%
OCc1cnc(SCc2ccccc2)n1Cc1ccccc1	1.1	4.2%	i	0.8	-0.1%	3.9	638	0.1%	-18.8	11.6	4.0%	9.3%
CC(=O)Nc1cccc(Oc2ccc3c(c2)C(=O)N(CCC(=O)O)C3=O)c1	1.1	-0.1%	i	1.1	1.4%	5.0	792	-0.1%	-6.4	-13.1	-8.5%	5.1%
O=C(NNC(=O)C1CC2CCC1C2)c1sc2ccccc2c1Cl (stereo unspecified)	1.8	15.3%	i	0.8	-0.8%	-6.8	673	3.4%	7.2	-9.9	2.9%	8.2%
CC/C(=N\NC(=O)C1CC1)c1cccc(Cl)c1	1.1	3.4%	i	0.6	-0.8%	20.4	693	-0.1%	-4.9	14.2	2.5%	-7.5%
O=C(CN1CCCC1)N1c2ccccc2Sc2ccc(C(F)(F)F)cc21	1.1	9.4%	i	0.1	-4.4%	-7.8	721	-0.1%	-13.6	-13.5	-23.0%	-23.9%
O=C(Cn1nnc2ccccc21)Nc1ccccc1[N+](=O)[O-]	1.1	-1.9%	i	0.5	1.1%	-1.2	693	0.1%	-5.8	0.4	4.5%	1.3%
Cn1c(CNc2ccc(Cl)cc2)nnc1SCCN1CCCCC1	1	0.0%	i	0.5	-2.6%	-6.7	726	0.1%	1.9	-6.0	-2.6%	-0.3%
Cc1ccc(N(C(C)C(=O)Nc2ccccc2C(=O)N2CCOCC2)S(C)(=O)=O)cc1C (stereo unspecified)	1.1	0.8%	i	1.2	-2.8%	-3.1	784	0.3%	3.4	2.0	-3.7%	0.2%
COc1ccc(N(CC(=O)Nc2cc(C)on2)S(=O)(=O)c2cc(C)ccc2C)cc1	1.1	-1.2%	i	2.2	0.1%	.	.	0.1%	34.5	3.0	16.9%	6.6%
COc1ccc(/C=C/C(=O)Oc2cc(O)cc(O)c2)cc1	.	8.4%	i	0.5	.	-1.3	821	0.2%	.	.	.	.
Fc1ccc(-c2nnc3n2CCCCC3)cc1	0.9	6.5%	i	0.2	.	-11.7	767	.	-5.7	2.6	-4.9%	-0.4%
COc1ccc(CC2(CO)CCN(Cc3ccc(OC(F)(F)F)cc3)CC2)cc1	1	-1.9%	i	0.4	-2.0%	7.5	718	0.2%	20.3	30.3	7.2%	5.6%
COc1ccc(-c2c(NC(=O)c3ccco3)n(C)c3ccccc3c2=O)cc1	1.1	2.1%	i	6.1	6.5%	6.2	832	0.8%	2.7	-40.9	-3.9%	1.8%
O=S(=O)(c1ccc2oc3ccc(S(=O)(=O)N4CCCCC4)cc3c2c1)N1CCCCC1	1.1	0.3%	i	0.4	1.7%	.	.	-0.3%	3.4	1.4	-1.8%	2.6%
C=CC[C@@H]1C=C[C@H](O/N=C/[C@@H](NS(=O)(=O)c2ccc(C)cc2)[C@H](C)/C=C/CC(=O)OC)[C@@H](CO)O1	1	-0.8%	.	.	-4.4%	-16.0	697	.	-6.4	-13.8	5.6%	4.4%
CC(=O)Nc1ccc(NC(=O)C(C)OC(=O)CNC(=O)c2sc3ccccc3c2Cl)cc1 (stereo unspecified)	1.1	5.3%	i	0.3	-2.7%	5.8	523	2.8%	-12.1	7.1	-10.6%	-38.7%
COc1ccc(Cl)cc1NC(=O)c1cc(-c2ccc(C)cc2O)n[nH]1	.	-0.5%	i	0.2	.	-62.1	599	0.1%	.	.	.	.
COC(=O)c1sc(-c2cccs2)cc1N	.	4.7%	i	0.5	.	0.7	746	0.4%	.	.	.	.
Cc1cc(C(=O)N[C@H](c2ccccc2)[C@@]2(C)C[C@@H]2[C@@H](C)C(=O)Nc2ccc3ccccc3c2)n(C)n1	1.3	-1.5%	i	1.2	-2.3%	-31.9	571	0.6%	45.4	-12.6	4.9%	-0.9%
O=C(CSc1ccc(Cl)cc1)Nc1ccccc1N1CCN(C(=O)c2ccc(Cl)cc2)CC1	1.1	5.9%	i	0.3	-0.1%	-14.1	606	0.5%[50 µM]	17.8	-5.1	13.4%	22.3%
CCOC(=O)c1c(-c2ccccc2)oc2ccc(OCC)cc12	1.1	3.7%	i	0.4	0.1%	-29.0	768	0.2%	5.6	-11.9	14.0%	15.7%
CCC(C)C(=O)Nc1ccc([N+](=O)[O-])cc1OC (stereo unspecified)	1.1	3.5%	i	0.6	-0.3%	-11.3	665	1.4%	6.6	4.6	8.8%	5.5%
COc1ccc(C(=O)C[n+]2ccc3c(c2)nc(-c2ccc(OC)cc2OC)n3C)cc1	1.1	0.8%	i	1.2	-0.6%	.	.	0.7%	18.6	-0.4	-3.2%	-1.3%

Bioassay records: PubChem BioAssay, several laboratories
